# Source: PubChem BioAssay
# p53ts 39C tox – p53ts cell cytotoxicity, nonpermissive temperature; H1299-p53A138V viability at 39C, ATP luminescence, 24 h; Potency, µM (doses to about 46.1 µM), for the others: at the top dose activity change, negative = cell killing, hits mostly cytotoxic; 130,000 tested, 1.5% active; note: nearly all actives have a fitted effect of over 55% in size
# Peg3 imprint – inducers of genomic imprint erasure in mouse ES cells; mouse ES Peg3-LacZ reporter, beta-gal luminescence, 40 h; Potency, µM (series often up to 60.7 µM), for inactives: at the highest dose activity change, positive = activation, most hits filed as activators; 110,000 tested, 0.02% active;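 note: 0% = negative control wells on the plate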
#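 Gelatin-coated wells received 300 freshly trypsinized female ES cells with a Peg3LacZ-Neo reporter on the maternal allele, then incubated 40 hours at 37C. BetaGlo was added for 5 minutes at room temperature before a single luminescence read.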
# p53ts 32C tox – p53ts cell cytotoxicity, permissive temperature; AID 924; Potency, µM (series often up to 46.1 µM), for the others: at the top dose activity change, negative = cytotoxicity, hits mostly cytotoxic; 130,000 tested, 0.93% active; H1299-p53A138V at 32C, ATP luminescence viability, 24 h;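 note: 0% = DMSO and -100% = full killing by reference compound; nearly all actives have a fitted effect of over 55% in size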
#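 ATP-content luminescence (ATPlite) read-out after 24 h compound exposure at 32C in H1299-p53A138V cells (600/well). Tested up to 46 uM. Normalized to DMSO (0%) and 100 uM tamoxifen (100% killing); Hill-fit AC50.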
# IkB sig inh – IkB pathway inhibition in ABC-DLBCL cells. Potency, µM (doses to about 57.1 µM), inactives show at the top dose IkBa stabilization activation. AID 445. ABC-DLBCL IkBa-CBG/CBR dual luciferase ratio, 4 h; response scale: scaled: untreated 0%, proteasome inhibitor 100%. 110,000 tested, 0.04% active; active = well fitted curve in the direction sought with a large enough effect in the signal ratio, not every such curve was filed as active; inconclusive = small, poorly fitted or top-dose-only effect, or a change in a side signal; the % refers to the signal ratio;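 note: the direction sought is a rising ratio; 0% = basal untreated cells and 100% = reference inhibitor full response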
#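 In this assay, an IκBα–CBG68 fusion accumulates when IKK-driven degradation is blocked; native CBR normalizes for cell number. OCI-Ly3 cells were treated 4 h with compound and doxycycline, then green and red light read after Chroma-Glo addition.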
# Numbers without * were called inactive; ? = inconclusive; · = no result given; [ ] = another dose, or the depositor's remark. Unless noted, calls come from the whole dose curve; as a rule, active = well fitted curve in the direction sought with a large enough effect; inconclusive = small, poorly fitted or top-dose-only effect, or another doubt; inactive = no such curve, though single readings can be large; an effect the other way counts as inactive or inconclusive. Unless noted, % is set by controls: 0 for no effect and ±100 for the full control effect; potency is the fitted concentration of half-maximal effect. Rows were taken by chance, and some 1.7% of all compounds hit somewhere here.
# Each structure is followed by: p53ts 39C tox, Peg3 imprint, p53ts 32C tox, IkB sig inh
- O=S(=O)(Nc1ccc(O)cc1)c1cccc2cccnc12
  -1.6%, -7.2%, -1.7%, 2.9%
- Cc1nc(NC(=O)CSc2nnc(C)n2CC2CCCO2)sc1C (stereo unspecified)
  13.0%, -6.5%, 5.7%, 1.3%
- CCOC(=O)c1[nH]cc(-c2ccccc2)c1N1CCOCC1
  7.1%, 4.2%, 6.0%, -2.2%
- Cc1ccc(SC(C)c2nc(-c3ccccc3)no2)cc1 (stereo unspecified)
  6.2%, -24.2%, 5.3%, 1.7%
- O=C(c1ccccc1)N1CCCCC1CCN1CCCCC1 (stereo unspecified)
  -9.0%, -9.5%[10.9 µM], 3.6%, 4.6%
- COc1cccc(NC(=O)C(C#N)Cc2ccncc2)c1 (stereo unspecified)
  3.5%, -1.7%, 4.9%, 4.0%
- CCOc1ccc(NC(=O)N2CCC(NC(=O)c3ccco3)CC2)cc1
  1.2%, -8.2%, 4.2%, -0.8%
- O=C(c1cccnc1)N1CCN(CCCc2ccccc2)CC1
  -9.5%, ?, -20.6%, -2.6%
- Nc1nnn(Cc2ccccc2)n1
  -5.2%, -4.2%, 0.6%, -2.0%
- COc1ccccc1-c1cc(C(F)(F)F)nc(S(=O)(=O)CCCC(=O)Nc2cc(C)ccc2O)n1
  ?, -22.4%[10.9 µM], ?, ?
- O=C(Cn1cnc2c(nnn2Cc2ccccc2F)c1=O)OCc1ccccc1
  -3.3%, -8.9%, 1.0%, 1.1%
- Cc1ccc(N(CC(=O)N2CCn3c2nc2ccccc23)S(=O)(=O)c2c(C)n[nH]c2C)cc1
  -3.4%, -13.6%, -9.7%, 1.1%
- CCC(=O)c1ccc(CCCCCC(=O)O)s1
  -12.4%, -56.8%[inhibitor], -13.3%, ?
- O=C(Nc1nc2c(s1)CCCC2=O)c1cnccn1
  -1.5%, -75.4%, 0.9%, 1.3%
- CCOc1ccc(CCNC(=O)CCc2nc(-c3ccc(C)cc3)no2)cc1OCC
  0.5%, -7.9%, -13.8%, 0.0%
- COc1ccc(-c2cc(C(F)(F)F)n3nc(C(=O)N4CCOCC4)c(Cl)c3n2)cc1
  -6.1%, -6.6%, 5.1%, -1.0%
- Cc1nn(C)c2c1c(C(F)(F)F)cc(=O)n2CC(=O)N1CCC(C)CC1
  -19.7%, -12.4%[10.9 µM], 0.9%, ?
- COc1ccc(S(=O)(=O)CCC(=O)NC2CCCCC2)cc1
  -0.2%, -9.0%, -7.2%, 1.3%
- COCC(=O)N1CCC2(CC1)CN(C(=O)Nc1ccccc1)C2
  -6.1%, ·, -6.0%, 0.4%[11.4 µM]
- Cn1c(=O)c2c(nc(SCC(=O)N3CCCCCC3)n2C)n(C)c1=O
  16.0%, ·, -3.1%, ·

# (more compounds)
# Each structure is followed by: p53ts 39C tox, Peg3 imprint, p53ts 32C tox, IkB sig inh
- CC(Oc1ccc(Cl)cc1Cl)C(=O)Nc1ccc(N2CCN(C)CC2)cc1 (stereo unspecified)
  -16.8%, -4.5%, -6.0%, -1.3%
- O=C(NCc1ccco1)c1cc(-c2cccs2)on1
  -2.8%, -16.1%, ?, 15.4%
- Cc1nn2c3c(cnc2c1-c1ccccc1)C(=O)CC(C)C3 (stereo unspecified)
  0.6%, -7.5%, -8.9%, 5.0%
- O=C(COc1ccc(S(=O)(=O)Nc2ccccc2)cc1)N1CCOCC1
  7.3%, -1.9%, 3.4%, 3.2%
- Cc1ccc(Cn2c(C(=O)O)c(CNC3CCCCCC3)c3ccc(C)cc32)cc1
  -5.5%, 5.6%[10.9 µM], 12.8%, ?
- O=C(c1cccs1)N1CCN(C(=O)C2CCCO2)CC1 (stereo unspecified)
  0.1%, ·, -0.1%, ·
- CCCCCn1c(=O)[nH]c2cc(C(=O)NCCCN3CCC(C)CC3)ccc2c1=O
  6.5%, -11.8%, -3.4%, -1.0%
- O=C(Nc1ccc(CN2CCOCC2)cc1)c1cccs1
  ?, -64.6%[inhibitor], ?, 2.2%
- O=[N+]([O-])c1cc(N(CCO)CCO)ccc1NCCO
  -17.3%, -15.6%, 7.5%[1.84 µM], -2.8%
- CCC(=O)Nc1nonc1-c1nc2ccccc2n1Cc1ccc(Cl)c(Cl)c1
  -1.7%, 6.2%, -1.1%, -2.0%
- N=c1n(CCOc2ccccc2)c2ccccc2n1CCN1CCOCC1
  -5.7%, -10.1%, -13.2%, -0.9%
- COC(=O)c1ccccc1NC(=O)Cc1ccccc1OC
  3.2%, ·, 15.5%, ·
- CCOC(=O)N1CCN(c2c(NCCCN(C)c3ccccc3)c(=O)c2=O)CC1
  -1.8%, -9.1%, 22.9%, -2.6%
- CC(Sc1nc(-c2ccccc2)cc(C(F)(F)F)n1)C(=O)N1CCCC1 (stereo unspecified)
  -0.2%, -11.2%, -1.2%, -0.8%
- CN1CCN(C2=Cc3ccccc3Sc3cc(F)c(F)cc32)CC1
  ?, ·, ?, ·
- CCOc1ccc(NS(=O)(=O)c2cc(Cl)ccc2OC)cc1
  3.0%, -15.3%, 6.9%, 1.1%
- Cn1c(=O)c2sccc2n2c(CCC(=O)NCc3ccccc3Cl)nnc12
  -15.6%, 8.4%[10.9 µM], 0.6%, -2.2%
- Cn1c(=O)c2c(-c3ccccc3Br)n(CCc3ccccc3)cc2n(C)c1=O
  -1.7%, -14.4%[10.9 µM], 11.9%, 1.7%
- O=C(NCc1ccccc1Br)c1ccco1
  2.3%, -4.8%, 3.5%, 15.2%
- O=C(NCCCN1CCOCC1)C1CCC(=O)N1CCc1ccccc1 (stereo unspecified)
  6.9%, 4.9%, 2.4%, 2.2%

# (listing goes on)
# Each structure is followed by: p53ts 39C tox, Peg3 imprint, p53ts 32C tox, IkB sig inh
- COc1ccccc1C(=O)C1Nc2ccccc2-c2nnc(SC)nc2O1 (stereo unspecified)
  ?, -9.5%, -2.7%, -1.4%
- CN1CCN(CC#CC2(O)CCCCC2)CC1
  -0.2%, ·, 12.2%, 1.5%
- O=C(CN1C(=O)CCn2nc(-c3ccccc3)cc21)NCc1ccc(F)cc1
  -9.5%, 13.4%[10.9 µM], -10.4%, ?
- COc1ccc(C(=O)N2CCN(CCc3ccccn3)CC2)cc1
  -0.1%, -4.4%[10.9 µM], -11.5%, 0.2%
- COc1cccc(CNc2ccc3nc(-c4ccc(N)cc4)c(OC)n3n2)c1
  -12.4%, -10.9%, -19.6%, 0.4%
- CCOC(=O)C1=C(C)NC2(O)c3ccccc3C(=O)C12O (stereo unspecified)
  1.1%, -3.7%, 8.0%, -0.2%
- CSc1ncc2c(n1)-c1ccccc1N(Cc1ccc(F)cc1)S2(=O)=O
  2.5%, -4.8%[10.9 µM], -1.2%, 0.4%
- CC1CC(=O)N(CC(=O)Nc2ccc3c(c2)OCCO3)c2ccccc2S1 (stereo unspecified)
  -2.9%, ·, -1.0%, ·
- CC(c1nnnn1C1CCCCC1)N(Cc1ccccc1)Cc1cccnc1 (stereo unspecified)
  13.7%, -16.4%, 3.9%, 0.1%
- CC(=O)C1C(c2ccc3ncccc3c2)NC(=O)NC1(O)C(F)(F)F (stereo unspecified)
  9.0%, -3.8%, 8.2%, -0.2%
- Cc1ccc(-c2csc(=Nc3ccccc3)n2Cc2ccc3c(c2)OCO3)cc1C
  11.7%, -5.1%[10.9 µM], -7.5%, ?
- COC(=O)c1ccccc1NC(=O)Cn1c(=O)cc(-c2ccccc2)c2c(C)nn(C)c21
  -20.4%, -15.0%[10.9 µM], -0.4%, 0.7%
- CCOc1ccc(NC(=O)CC2C(=O)N(c3ccccc3)C(=O)N2C2CCCCC2)cc1 (stereo unspecified)
  6.1%, -12.2%[10.9 µM], 3.4%, 1.8%
- Cc1ccc(N2CCN(C(=O)Nc3cn(CC(C)C)c(=O)c4ccccc34)CC2)c(C)c1
  -9.6%, -13.3%[10.9 µM], 4.3%, ?
- OCCNc1c2ccccc2nc2c(F)c(F)c(F)c(F)c12
  -22.0%, ·, -6.0%, ·
- CCCc1cc(=O)[nH]c(SCC(=O)N(Cc2ccccc2)C(C)C)n1
  -1.9%, -10.3%, 0.5%, 0.6%
- Cc1ccc(NC(=O)Cn2nnc(-c3nc(-c4ccc(Cl)cc4)no3)c2N)cc1C
  9.6%, -3.3%[10.9 µM], 1.4%, -1.6%
- COc1ccc(CNC(=O)CCNS(=O)(=O)c2ccc3c(c2)oc(=O)n3C)cc1
  -9.5%, -8.3%[10.9 µM], -2.5%, 2.5%
- NS(=O)(=O)c1ccc(CCNc2ncnc3sccc23)cc1
  -8.3%, -19.0%, -5.9%, ?
- CCc1nc(OCCN(CC)CC)c2oc3ccccc3c2n1
  -10.5%, -34.9%[inhibitor], -8.4%, 4.5%

# In another format: results already given
smiles | p53ts 39C tox | Peg3 imprint | p53ts 32C tox | IkB sig inh
CCCc1cc(=O)[nH]c(SCC(=O)N(Cc2ccccc2)C(C)C)n1 | -1.9% | -10.3% | 0.5% | 0.6%
COc1ccccc1C(=O)C1Nc2ccccc2-c2nnc(SC)nc2O1 (stereo unspecified) | ? | -9.5% | -2.7% | -1.4%
Cc1ccc(NC(=O)Cn2nnc(-c3nc(-c4ccc(Cl)cc4)no3)c2N)cc1C | 9.6% | -3.3%[10.9 µM] | 1.4% | -1.6%

# (listing goes on)
# Each structure is followed by: p53ts 39C tox, Peg3 imprint, p53ts 32C tox, IkB sig inh
- CC1CCCC(C)N1c1nnc(NC(=O)Cn2c(=O)oc3ccccc32)s1 (stereo unspecified)
  7.7%, -23.3%, 15.8%, -2.8%
- COC(=O)C1=C(C)N=C2SCCC(=O)N2C1c1ccc(OCc2ccccc2)c(OC)c1 (stereo unspecified)
  -2.4%, -1.9%[10.9 µM], 3.4%, ?
- O=C(c1ccc(Cl)cc1)N1CCN(c2ccc(F)cc2)CC1
  6.6%, ·, 1.7%, ·
- O=C(CNC(=O)c1cccs1)OCC(=O)c1cccs1
  16.5%, 2.7%, -2.9%, -2.2%
- COc1cc(NC(=O)c2c(C)oc3c2C2=NCCN2C=N3)cc(OC)c1OC
  -9.1%, -3.3%[10.9 µM], -2.0%, ?
- CCOC(=O)Cc1cc(=O)n(-c2nc3ccccc3s2)[nH]1
  -2.2%, -7.1%, -0.3%, 19.9%
- O=c1cc(N2CCN(c3ccc(F)cc3)CC2)[nH]c(=O)n1C1CCCCC1
  -3.1%, -15.0%, -4.5%, 0.7%
- Cn1c(=O)c2nc(-c3ccccc3)oc2c2ccccc21
  -14.3%, -7.6%, -12.5%, -0.2%
- O=C(Nn1cnnc1)c1ccccc1CCc1ccccc1
  7.6%, 3.3%, 3.8%, -2.4%
- CCNc1ncc2nc(-c3ccc(Cl)cc3)c(=O)n(C[C@H]3CCCO3)c2n1
  14.5%, 3.5%, 6.1%, -2.1%[11.4 µM]
- CCN1C(C(=O)c2ccccc2)=C(OC(=O)c2ccccc2OC)c2ccccc2S1(=O)=O
  10µM*, -10.0%[10.9 µM], ?, ?
- COc1ccccc1-c1nc(NC2CC2)c2ccccc2n1
  -4.3%, -2.7%, 3.0%, -1.5%[11.4 µM]
- C=CCn1c(-c2ccco2)n[nH]c1=S
  -6.7%, 8.5%, -14.6%, 2.0%
- CCCCCCc1c(O)nc(SCC(=O)O)[nH]c1=O
  3.3%, -6.2%, 1.2%, 2.7%
- O=C(C1CCCCC1)N(Cc1cccnc1)c1nc2ccc(Cl)cc2s1
  -10.3%, -6.8%[10.9 µM], -1.9%, ?
- CCc1nn(CC(=O)NCCCOC)c(=O)c2cc3ccccc3n12
  -15.2%, -9.9%[10.9 µM], -0.1%, 0.0%
- CCCc1cc2c(=O)c(-c3ccccn3)c(C)oc2cc1O
  -19.7%, 4.9%, -12.3%, -1.5%
- CCOC(=O)c1cnc2scnn2c1=O
  1.5%, 6.7%, 4.1%, 0.5%
- CCNc1nc(OC)nc(SCC(N)=O)n1
  2.3%, -2.0%, 3.5%, -1.7%
- CCCNC(=O)c1ccc(-n2c(-c3ccccc3)cc3c2CCCCC3)cc1
  -13.4%, -7.0%[10.9 µM], 20.5%, 0.3%
- CC1(C(=O)NCCN2CCOCC2)C=CCN1C(=O)c1ccccc1 (stereo unspecified)
  -0.5%, -12.3%, 3.7%, ·
- CCOC(=O)CNC(c1ccccc1)c1cc(Br)ccc1NC(=O)c1ccc(Cl)cc1 (stereo unspecified)
  15.1%, -13.0%[10.9 µM], 11.1%, 3.6%
- CCCC(=O)Nc1ccc2c(c1)nc1n2CCOC1
  -2.8%, -1.4%, -9.7%, -1.4%
